Source: PubChem (several laboratories)
Scp-1 inhibitor: Scp-1 (human) phosphatase inhibition; Recombinant Scp1, phosphopeptide, malachite green phosphate absorbance; hit rate 0.88% among 340,000; Q9GZU7; inhibition, % at 20 µM;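 active = inhibition above about 50% at 20 µM, limit read from the data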;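 also: plate controls were DMSO wells with enzyme for no effect and wells lacking enzyme for full effect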
Target sequence (Q9GZU7 76-261 limits assumed): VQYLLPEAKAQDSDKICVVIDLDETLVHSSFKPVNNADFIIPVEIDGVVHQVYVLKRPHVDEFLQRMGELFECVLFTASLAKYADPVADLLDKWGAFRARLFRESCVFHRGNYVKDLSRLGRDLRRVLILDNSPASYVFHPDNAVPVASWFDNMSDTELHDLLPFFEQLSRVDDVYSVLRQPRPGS
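Material: truncated SCP-1 phosphatase (76-261aa) / Buffer or medium: 50 mM Tris acetate pH 5.5, 0.005% Tween-20, 10 mM MgCl2 / Compound dosing: one concentration, 20 µM, with 1.0% DMSO / Incubation: 45 min room-temperature reaction, 5 min colour, 30 min stabiliser / Detection: colorimetric free-phosphate detection, absorbance 630 nm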
LMPTP block: LMPTP (human) inhibition; P24666; recombinant LMPTP-A, OMFP fluorogenic substrate, fluorescence intensity; inhibition, % at 20 µM; hit rate 0.22% among 360,000;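 active = compounds that cut the enzyme signal by at least half of the control window in the single-dose screen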;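 also: plate controls were DMSO wells with enzyme plus substrate for no effect and substrate without enzyme for full effect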
Target sequence (P24666 whole entry, looked up): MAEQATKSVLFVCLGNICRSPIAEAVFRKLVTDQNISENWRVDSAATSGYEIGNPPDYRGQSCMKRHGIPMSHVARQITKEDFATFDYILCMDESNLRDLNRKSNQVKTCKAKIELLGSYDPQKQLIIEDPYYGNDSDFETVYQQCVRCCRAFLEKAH
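material = LMPTP-A | quantity = 0.625 nM enzyme | reagent = OMFP substrate, 400 µM final | buffer or medium = Bis-Tris pH 6.0, DTT, detergent | detection = endpoint fluorescence intensity from OMFP dephosphorylation | dosing = single 20 µM dose | read-out basis = % inhibition relative to no-enzyme and uninhibited control wells | control set = no-enzyme and uninhibited controls | timing = 50 min at room temperature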
SUMO1-SIM PPI: SUMO1-SIM interaction modulation; hit rate 0.33% among 360,000; inhibition, % at 20 µM; SUMO1 binding to a labelled peptide, TR-FRET, 1 h; AID 602429; P63165; in the data active = inhibition above about 37%
NadD inh: NadD (S. aureus) enzyme inhibition | purified NadD enzyme, colorimetric absorbance read-out | inhibition, % at 20 µM | hit rate 0.78% among 360,000 | AID 602399; in the data active = inhibition above about 26%; also: some compounds past the cut are filed as inactive
DNMT1 block: inhibitors of human DNMT1 | hit rate 0.83% among 360,000 | inhibition (reported as % activation of signal), % at 10 µM | AID 588458 | DNMT1 molecular beacon, Hinp1I cleavage, fluorescence | P26358; in the data active = inhibition above about 50%
STEP inh: STEP (human) phosphatase inhibition. hit rate 0.25% among 360,000. P54829. inhibition, % at 20 µM. recombinant STEP, OMFP fluorogenic substrate, fluorescence;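 active = inhibition at 20 µM, scaled per plate between control wells, above about 37%, limit read from the data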;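 also: 0% = DMSO with enzyme and substrate and 100% = substrate only without enzyme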
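System: STEP phosphatase, cell-free reaction; Buffer or medium: Bis-Tris pH 6.0 buffer with DTT, detergent; Incubation: 20 min at room temperature, dark; Measured by: fluorescence, 480/540 nm.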
TbMetRS inhib: Trypanosoma brucei MetRS inhibition; inhibition, % at 11.9 µM; AID 624268; hit rate 0.4% among 360,000; purified T. brucei MetRS, ATP depletion, Kinase-Glo luminescence;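 active = inhibition above a per-plate cutoff of the control wells' mean inhibition plus 3 SD, cut at about 5.5% in these data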;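 also: 0% = DMSO wells median and 100% = median of wells with control inhibitor compound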
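System: purified T. brucei MetRS enzyme / Detection: Kinase-Glo luciferase luminescence reporting remaining unconsumed ATP / Medium: HEPES buffer with MgCl2, KCl, DTT, spermine, BSA, pyrophosphatase / Replication: singlicate, one well per compound / Evaluation: percent inhibition relative to median high and low control wells / Schedule: 2 h aminoacylation at 25 °C after 15 min preincubation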
Rpn11 inh: Rpn11 (human) deubiquitinase inhibition; O00487; human 26S proteasome, Ub4-pepOG fluorescence polarization; 20S core pre-blocked with epoxomicin; calls only at 20 µM; hit rate 0.59% among 360,000; AID 588493;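 active = inhibition at 20 µM, scaled to each plate's controls, above about 33%, limit read from the data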
Target sequence (O00487 whole entry, looked up): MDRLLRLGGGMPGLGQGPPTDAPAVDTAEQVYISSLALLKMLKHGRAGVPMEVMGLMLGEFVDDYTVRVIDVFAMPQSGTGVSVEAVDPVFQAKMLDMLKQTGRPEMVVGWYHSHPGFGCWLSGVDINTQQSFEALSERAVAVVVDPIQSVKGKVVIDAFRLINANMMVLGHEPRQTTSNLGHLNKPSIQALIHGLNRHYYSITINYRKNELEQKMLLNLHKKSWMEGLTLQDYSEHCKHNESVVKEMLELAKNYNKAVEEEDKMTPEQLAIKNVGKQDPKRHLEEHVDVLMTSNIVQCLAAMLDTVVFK
PABP1 MLLE inh: blocks PAM2 peptide binding to the PABP1 MLLE domain. P11940. GST-MLLE / FITC-PAM2 fluorescence polarization. inhibition, % at 20 µM. hit rate 0.36% among 360,000; in the data active = inhibition above about 35%, passing the limit was not always enough;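 also: plate controls were DMSO wells with GST-MLLE for no effect and wells lacking GST-MLLE protein for full effect; some results filed as inactive read as strong as hits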
CSN inh: blocks human CSN-mediated cullin deneddylation; inhibition, % at 12.5 µM; Purified CSN, SCF-Nedd8-OG deneddylation, fluorescence polarization; hit rate 0.38% among 360,000;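 active = pattern-corrected inhibition above about 35%, with an unprinted fluorescence ratio check between 0.5 and 1.5, limit read from the data, passing the limit was not always enough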;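 also: 0% = enzyme with substrate and 100% = substrate without enzyme; some results filed as inactive read as strong as hits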
Target sequence (Q92905 whole entry, looked up, one chain of several): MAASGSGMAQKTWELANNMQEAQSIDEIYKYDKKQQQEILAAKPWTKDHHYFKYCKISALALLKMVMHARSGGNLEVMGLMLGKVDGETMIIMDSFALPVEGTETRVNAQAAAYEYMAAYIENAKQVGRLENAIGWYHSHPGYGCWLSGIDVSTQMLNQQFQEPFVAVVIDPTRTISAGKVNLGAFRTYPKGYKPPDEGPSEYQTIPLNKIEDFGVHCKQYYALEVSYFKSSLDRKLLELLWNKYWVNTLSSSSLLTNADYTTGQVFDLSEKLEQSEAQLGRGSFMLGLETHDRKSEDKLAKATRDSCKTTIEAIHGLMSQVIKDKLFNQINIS
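Material: purified human Csn5 enzyme expressed in HEK293T cells / Medium: Tris buffer pH 7.5, NaCl, DTT, Tween-20, trehalose, ovalbumin / Compound dosing: 12.5 µM single point / Schedule: 90 min incubation of compound, enzyme and substrate at room temperature / Signal: fluorescence polarization of the substrate / Control set: no-enzyme wells high, enzyme-with-substrate wells low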
* = called active by the depositor; i = inactive; / = not tested or not shown.

Scp-1 inhibitor	LMPTP block	SUMO1-SIM PPI	NadD inh	DNMT1 block	STEP inh	TbMetRS inhib	Rpn11 inh	PABP1 MLLE inh	CSN inh	Compound
-0.8	-0.6	-3.0	9.4	0.0	-1.8	0.2	i	0.8	-2.0	O=C(CC1SC(=NCC2CCCO2)NC1=O)Nc1cccc2ccccc12 (centres undefined)
-7.2	1.8	-2.6	0.9	1.5	0.8	-0.9	i	8.0	10.1	O=C(/C=C/c1ccccc1)c1ccc2c(c1)OCCCCO2
-2.9	0.4	-0.4	-4.7	2.2	-3.1	-0.7	i	-13.0	-1.6	O=C(CNC(=O)c1cccs1)NCC(=O)OCc1c(F)cccc1Cl
-7.4	0.3	-2.6	-0.4	0.2	-2.7	0.1	i	-10.7	5.0	CCc1nc(-c2ccccc2)c2ccccn12
-9.2	3.3	6.2	-1.5	-4.4	7.0	0.1	i	-1.4	-3.0	COc1ccc(CN(CCC(C)C)S(=O)(=O)c2ccccc2Br)c(OC)c1
-8.3	0.2	-5.1	8.5	5.3	3.3	-0.5	i	-44.3	2.0	COc1ccc(C(=O)/C=C/Nc2ccc([N+](=O)[O-])cc2)cc1
4.7	1.0	6.3	-3.4	0.8	4.2	-0.3	i	8.8	6.5	O=C(COc1ccc(Br)cc1)NCCCNC(=O)c1cccnc1
3.4	-22.3	-2.1	4.3	3.1	2.4	-0.5	i	-3.8	-2.5	Cc1cnc(Nc2nc3ccccc3o2)nc1C(=O)Nc1cccc(C(F)(F)F)c1
-8.2	-3.4	6.0	-1.1	1.1	-3.0	-0.2	i	-1.9	-2.8	O=C(COC(=O)C1CC1)NC(=O)c1ccccc1
17.0	1.0	-1.6	-2.7	3.0	-1.2	-0.1	i	9.4	-1.5	O=C(CCC1CCCCC1)NCCN1C2=NC[C@H](Cc3ccccc3)N2C[C@H]1Cc1ccc(O)cc1
-11.2	-1.9	-7.2	-3.6	-27.3	-6.2	-0.3	i	-7.3	0.7	COc1ccc(C)cc1NC(=O)c1cc2c(=O)n3ccccc3nc2n1C
-1.3	-0.9	1.3	-0.2	2.6	1.1	-1.0	i	-64.1	2.8	CCOC(=O)C1=C(C)NC(SCC(N)=O)=C(C#N)C1c1ccccc1 (centres undefined)
/	-1.7	1.0	4.3	0.0	2.3	-0.1	i	-3.8	-0.7	CC(=O)NCCNC(=O)C1Cc2c(-c3ccc(Cl)cc3)ccnc2O1 (centres undefined)
27.9	-3.0	4.5	4.8	-7.1	0.8	-0.9	i	-2.1	3.0	COc1ccc(OC)c(C2C(C(=O)c3ccc(C)o3)=C(O)C(=O)N2CCCN2CCOCC2)c1 (centres undefined)
-10.4	-1.0	-12.6	-2.8	5.7	-0.6	-0.7	i	-19.8	0.1	CCOc1cc(/C=C2/C(=N)N3OC(C)=CC3=NC2=O)ccc1OC
-7.9	-1.3	10.0	-14.9	5.5	-2.3	-0.3	i	25.6	-0.1	Cc1cccc(CS(=O)(=O)c2ncc(Cl)c(C(=O)Nc3ccc(F)cc3)n2)c1
1.3	16.4	-15.3	7.7	1.3	-3.0	-0.5	i	-14.8	-3.3	CCOc1ccc(NC(=O)c2ccc3c(c2)C(=O)N(Cc2ccncc2)C3=O)cc1
-4.9	-1.1	2.6	-2.0	1.4	1.5	0.3	i	-12.5	108.5	CCC(C)(C)C1CCc2[nH]nc(C(=O)NCc3ccccn3)c2C1 (centres undefined)
28.6	-0.7	0.9	0.3	9.6	6.1	-0.9	i	-6.3	2.4	COc1ccc(NC(=O)/C(C#N)=C/c2ccc(-c3ccc(Cl)c(C(=O)O)c3)o2)cc1
0.7	0.1	1.1	-4.5	5.4	-1.3	-0.8	i	7.6	-11.3	COc1ccc(C)cc1C1=Nc2ccccc2C1(C)C
2.0	-0.8	0.5	-2.9	0.3	-2.1	0.9	i	-2.2	3.9	O=S(=O)(/N=C(/c1ccccc1)N1CCCCCC1)c1ccccc1
-6.0	0.0	1.6	12.0	-3.2	-0.7	0.7	i	-2.7	-6.6	COc1cccc(N2CCN(C3CC(=O)N(c4ccc(Cl)cc4)C3=O)CC2)c1 (centres undefined)
-8.7	-0.3	-16.1	5.3	-5.5	-1.4	-0.9	i	-11.7	-4.5	COc1ccc(/C=C/C2=NN(C)C(=O)CC2)cc1
/	1.7	-27.5	12.2	10.4	-1.8	1.0	i	0.5	2.4	O=[N+]([O-])c1ccc2c(c1)-c1ccccc1C2O (centres undefined)
-6.1	-0.5	3.1	-0.8	0.1	-2.3	0.0	i	12.3	-6.0	CC(C)n1c(SCC(=O)NC2CC2)nnc1C1CC1
-7.6	7.6	9.5	5.1	-2.7	11.9	-0.3	i	35.2	0.8	CCN(CC)c1ccc(NC(=O)c2ccccn2)cc1S(=O)(=O)Nc1ccccc1OC
1.1	1.2	4.4	-5.6	3.1	0.3	-0.7	i	2.2	-1.0	COC(=O)c1ccc(CNC(=O)c2sccc2-c2ccccc2)cc1
-19.2	3.5	-20.6	-4.9	-12.7	-1.0	0.5	i	10.3	-1.3	COc1ccc(NC(=O)c2ccc(-c3ccc([N+](=O)[O-])cc3)o2)cc1OC
-2.6	-0.7	-1.3	-0.6	0.4	-1.6	-0.4	i	-58.4	2.9	C=CCn1c(=O)c2ccccc2n2c(SCC(=O)N3CCCc4ccccc43)nnc12
0.6	-0.4	0.3	-6.7	-1.2	0.4	-0.4	i	-5.5	-17.7	O=C(O/N=C(/c1ccccc1)c1ccncc1)c1ccc(F)cc1

Two records picked at random from those above:
Scp-1 inhibitor	LMPTP block	SUMO1-SIM PPI	NadD inh	DNMT1 block	STEP inh	TbMetRS inhib	Rpn11 inh	PABP1 MLLE inh	CSN inh	Compound
0.7	0.1	1.1	-4.5	5.4	-1.3	-0.8	i	7.6	-11.3	COc1ccc(C)cc1C1=Nc2ccccc2C1(C)C
2.0	-0.8	0.5	-2.9	0.3	-2.1	0.9	i	-2.2	3.9	O=S(=O)(/N=C(/c1ccccc1)N1CCCCCC1)c1ccccc1

More entries
Scp-1 inhibitor	LMPTP block	SUMO1-SIM PPI	NadD inh	DNMT1 block	STEP inh	TbMetRS inhib	Rpn11 inh	PABP1 MLLE inh	CSN inh	Compound
-9.6	-1.1	-10.5	-2.8	0.4	-2.9	-0.3	i	9.4	-0.5	COc1ccc(/C=N/NC(=O)CNC(=O)c2ccncc2)cc1OC
/	0.1	4.9	-6.0	/	/	-0.2	/	/	-2.9	CCOC(=O)[C@]12CCCC=C1N(Cc1ccc3c(c1)OCO3)C(=O)[C@H](CC(=O)NCCc1ccccc1OC)C2
-13.1	0.4	6.5	1.4	-3.6	0.0	-0.7	i	-7.0	2.8	CC(=O)Nc1ccc2c(c1)C(=O)N(C1CCCCC1)C2=O
-7.2	-0.6	14.8	-1.0	0.6	-1.9	0.0	i	15.6	0.9	O=C(Cc1ccccc1)Nc1ccc(C(=O)Nc2ccc(O)cc2)cc1
0.4	-0.8	0.8	-4.6	-1.2	8.3	-0.5	i	-63.9	-0.8	Cn1c(SCC(=O)NCc2ccc(F)cc2)nc2ccccc21
-7.7	-1.2	0.1	-0.6	5.6	-1.8	0.6	i	2.6	-3.9	c1ccn2c(SCc3cn4ccsc4n3)nnc2c1
-3.8	4.9	66.0*	6.3	88.8*	11.0	1.0	i	14.9	8.1	O=C1C=C(N2CCCCC2)c2ccccc2C1=O
-9.2	-0.6	1.9	-1.3	1.5	-0.7	-0.4	i	5.0	-7.8	CC(C)CC(=O)Nc1ccccc1N1CCN(C(=O)c2ccccc2)CC1
-15.4	-2.1	-18.7	-11.6	1.6	-1.5	-1.7	i	1.6	1.7	CCOC(=O)c1cnc2c(C)cc(Cl)cc2c1N1CCN(C)CC1
/	0.8	-5.1	15.8	-14.1	-1.9	-0.6	i	-17.9	5.8	O=C1Nc2ccccc2N=C(c2ccccc2)C1N(C(=O)c1ccnc2ccccc12)c1ccccc1 (centres undefined)
-7.7	-0.5	-25.6	1.3	0.2	-1.4	-0.6	i	6.4	-6.4	C(=C\c1ccccn1)/c1ccncc1
-1.3	-0.2	-1.4	1.3	2.2	-3.9	0.3	i	-1.1	-7.3	CCN(CC)S(=O)(=O)c1ccc(OCCNS(C)(=O)=O)cc1
-6.2	-0.3	2.3	1.7	0.3	0.9	-0.1	i	5.3	0.4	CC(C)Cc1cc(C(=O)N2CCCC(C(=O)c3cc(F)ccc3F)C2)n(C)n1 (centres undefined)
-10.7	-2.1	-3.0	-4.0	-1.9	-2.5	-0.3	i	-4.6	-4.9	Cc1cc(C)nc(NN=C2CCCC2)n1
4.6	2.1	2.7	4.1	1.4	1.2	-1.4	i	7.7	-1.0	CCc1cc(C(c2ccc(F)cc2)N2CCOCC2)c(NC(=O)c2ccccc2)s1 (centres undefined)
8.7	-0.2	-2.5	-3.4	-0.7	-3.5	-0.2	i	3.6	3.1	O=C1N(c2cccc3ccccc23)C(c2ccccc2)N2CCCN12 (centres undefined)
17.6	3.4	-5.8	2.8	-4.9	-1.9	-0.1	i	-3.6	1.0	CC(=O)Oc1ccc(Cl)cc1/C=C/c1ccc2ccccc2n1
-8.2	1.6	1.6	-3.8	0.5	3.1	-0.2	i	6.5	-7.5	C[C@@H]1COC(=O)[C@@H](CC(=O)OC(C)(C)C)C/C=C\C[C@H](CC(=O)N(CCO)Cc2ccccc2)C(=O)N1

Random draw from the library; about 3.6% have a hit in one of these screens.
